CCR6 antagonist: CCR6 receptor antagonists, primary screen, cell-based, CHO-K1, luminescence, beta-arrestin, uHTS | C-C chemokine receptor type 6 (Homo sapiens), P51684 | CHO-K1 CCR6 PathHunter beta-arrestin, CCL20-stimulated | inhibition, % at 20 µM | hit rate 0.49% among 340,000;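 active means compounds whose inhibition of the agonist-driven luminescence signal at 20 µM reaches about 50%, limit read from the data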;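 further: cells stimulated with CCL20 at 14 nM final; plate controls were DMSO with CCL20 for no effect and DMSO without agonist for full effect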
APJ antag: antagonists of human apelin receptor APJ, primary screen, CHO-K1 cells, beta-arrestin complementation, luminescence. P35414. inhibition, % at 20 µM. hit rate 0.32% among 330,000;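 active means inhibition above about 40% at 20 µM, limit read from the data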;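 further: cells challenged with 10 nM apelin-13 agonist together with compound; plate controls were apelin-13 plus DMSO wells for no effect and DMSO wells lacking apelin-13 for full effect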
Target sequence (P35414 whole entry, looked up): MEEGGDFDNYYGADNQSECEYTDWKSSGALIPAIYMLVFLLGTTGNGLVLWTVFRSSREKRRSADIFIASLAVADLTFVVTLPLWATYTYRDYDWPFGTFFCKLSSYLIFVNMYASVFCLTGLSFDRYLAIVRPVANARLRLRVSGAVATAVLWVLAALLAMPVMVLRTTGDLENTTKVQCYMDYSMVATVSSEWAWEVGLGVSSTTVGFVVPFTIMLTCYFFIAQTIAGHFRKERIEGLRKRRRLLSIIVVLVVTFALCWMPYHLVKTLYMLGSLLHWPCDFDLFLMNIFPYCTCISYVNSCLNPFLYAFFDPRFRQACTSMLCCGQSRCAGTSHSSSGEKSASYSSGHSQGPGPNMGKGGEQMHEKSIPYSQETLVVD
EBI2 antag: EBI2 receptor antagonists, beta-arrestin recruitment, primary screen, cell-based, luminescence, 7a,25-OHC stimulation, uHTS; G-protein coupled receptor 183 (Homo sapiens), P32249; 7a,25-OHC stimulated; inhibition, % at 5 µM; hit rate 0.81% among 360,000; in the data active means inhibition above about 38%;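 further: enzyme fragment complementation signal reports receptor beta-arrestin coupling in cells; 0% = agonist plus DMSO wells and 100% = wells without agonist; some results beyond the cut were filed as inactive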
Target sequence (P32249 whole entry, looked up, the tested form may be a part): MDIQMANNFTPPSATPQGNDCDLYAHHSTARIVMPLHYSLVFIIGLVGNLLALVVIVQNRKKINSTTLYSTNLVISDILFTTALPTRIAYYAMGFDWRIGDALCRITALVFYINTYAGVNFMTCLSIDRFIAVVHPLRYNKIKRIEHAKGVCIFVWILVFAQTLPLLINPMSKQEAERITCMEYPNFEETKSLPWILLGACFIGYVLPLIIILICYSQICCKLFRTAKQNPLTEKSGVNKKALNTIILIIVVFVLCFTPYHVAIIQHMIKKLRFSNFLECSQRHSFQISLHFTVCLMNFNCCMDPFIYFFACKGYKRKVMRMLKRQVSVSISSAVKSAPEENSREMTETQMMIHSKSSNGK
Jurkat NFkB inh: inhibitors of induced NF-kB luciferase reporter, primary screen, TCR NF-kB activation inhibitor project, cell-based, luminescence, uHTS. Jurkat, PMA/ionomycin-induced NF-kB luciferase reporter. inhibition, % at 4 µM. hit rate 0.53% among 330,000. AID 435003, 2010; in the data active means inhibition above about 50%
CXCR6 inh: CXCR6 receptor inhibitors, primary screen, cell-based, beta-arrestin, luminescence, CHO-K1 PathHunter, 1536-well; C-X-C chemokine receptor type 6 (Homo sapiens), O00574; AID 602244, 2012; inhibition, % at 20 µM; hit rate 0.36% among 360,000; in the data active means inhibition above about 34%, passing the limit was not always enough;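 further: antagonist mode with CXCL16 agonist at 10 nM final; 0% = 10 nM CXCL16 with DMSO and 100% = unstimulated wells without agonist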
Target sequence (O00574 whole entry, looked up): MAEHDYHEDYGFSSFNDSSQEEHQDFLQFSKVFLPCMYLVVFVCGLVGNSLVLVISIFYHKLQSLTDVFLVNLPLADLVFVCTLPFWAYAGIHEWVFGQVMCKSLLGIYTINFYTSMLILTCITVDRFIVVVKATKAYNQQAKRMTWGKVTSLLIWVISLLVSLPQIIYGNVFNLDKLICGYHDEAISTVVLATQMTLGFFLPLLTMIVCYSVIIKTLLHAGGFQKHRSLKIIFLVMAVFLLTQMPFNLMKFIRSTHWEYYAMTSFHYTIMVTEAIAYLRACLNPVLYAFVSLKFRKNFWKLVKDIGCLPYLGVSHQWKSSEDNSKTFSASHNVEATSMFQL
697 NFkB inh: inhibitors of PMA/ionomycin-induced NF-kB reporter, 697 cells, primary screen, B-cell NF-kB inhibitor project, cell-based, luminescence, uHTS. 697 B-cell NF-kB luciferase reporter, 16 h. hit rate 0.33% among 330,000. inhibition, % at 4 µM. AID 435022, 2010; in the data active means inhibition above about 35%
Gli-Sufu antag: Gli-Sufu pathway antagonists, primary screen, luciferase luminescence, Sufu-KO-LIGHT cells, uHTS; Sufu-KO-LIGHT fibroblasts, Gli luciferase reporter luminescence; inhibition, % at 5 µM; hit rate 0.74% among 340,000; AID 588413, 2011;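 active means inhibition above about 55%, limit read from the data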;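 further: 0% = DMSO-treated cells and 100% = wells with medium but no cells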
UBC13 polyUb: UBC13 polyubiquitin chain formation inhibitors, primary screen, biochemical, TR-FRET, uHTS | Ubiquitin-conjugating enzyme E2 N (Homo sapiens), P61088 | inhibition, % at 20 µM | hit rate 0.47% among 330,000 | AID 485273, 2010; in the data active means inhibition above about 45%, passing the limit was not always enough
* = called active by the depositor; x = no result given.

SMILES	CCR6 antagonist	APJ antag	EBI2 antag	Jurkat NFkB inh	CXCR6 inh	697 NFkB inh	Gli-Sufu antag	UBC13 polyUb
O=C(CCSc1ccccc1)NCCSc1ccccn1	3	-8	-2	-14	7	-16	3	-16
CCn1c(CSc2nc(C)cc(C)n2)nnc1SCC(=O)Nc1nc(-c2ccccc2)cs1	1	2	14	19	-9	4	-1	8
CCc1cc(C(=O)OC)c(N2C(=O)C3C4C=CC(C4)C3C2=O)s1 (stereo unspecified)	-2	-19	-2	-13	-1	11	-4	6
COCCNC(=O)c1cc2c(-c3ccc(Cl)cc3)nn(C)c2s1	10	8	10	13	1	7	-3	20
COc1ccc(-c2nnc(NC(=O)CSc3ccc(Cl)cc3)s2)cc1OC	-10	-9	-8	8	3	-5	-2	-6
O=C(CSc1nnc(-c2ccc(Cl)cc2)n1-c1ccc(Cl)cc1)N/N=C/c1ccccc1C(=O)O	15	10	x	-14	x	13	3	11
O=C(OCc1nnc(-c2ccccc2)o1)C1=COCCO1	-3	3	-2	-4	-2	17	-5	-1
CC(NC(=O)COC(=O)c1cc(=O)c2ccccc2o1)c1ccccc1 (stereo unspecified)	1	9	1	-4	2	-2	9	-20
CCOC(=O)c1c(C)n(C)c2ccc(OC)c(NS(=O)(=O)c3ccc(Cl)s3)c12	9	13	1	-2	11	5	11	-22
Cc1ccc(C)c(OCCC(=O)OCC(=O)NC(=O)NC2CCCCC2)c1	12	-7	-10	6	1	10	7	-2
CC(OC(=O)/C=C/c1cccs1)C(=O)Nc1ccc(C(N)=O)cc1 (stereo unspecified)	-7	-56	-3	12	-1	9	-14	2
Cc1ccc(C)c(Nc2cc(C)nc(-c3ccccc3O)n2)c1	8	2	13	46	-3	-27	-3	17
O=C(c1ccc(F)cc1)c1ccc(-c2ccc(F)cc2)nc1	11	8	27	-20	-5	-45	-22	4
O=C(COc1ccc2c3c(c(=O)oc2c1)CCCC3)NCCCN1CCOCC1	2	-23	5	-4	6	3	94*	1
COc1ccc(OCC(=O)c2c[nH]c3ccccc23)cc1	-8	-5	-2	-45	3	-20	-25	9
Cc1[nH]c2ccccc2c1C(=O)CN1CC(C)OC(C)C1 (stereo unspecified)	0	-2	x	-15	x	1	5	1
CCc1cc(-c2n[nH]c(=S)n2-c2cccc(C)c2)cs1	13	-3	-9	5	9	-23	-3	-5
O=C(Nc1cc(Cl)cc(Cl)c1)Nc1cnccn1	-1	-12	2	3	2	-14	-3	-6
COc1cccc(C(=O)c2c[nH]c(C(=O)NCc3ccco3)c2)c1	8	4	5	5	2	-9	-3	16
CN(C(=O)c1cc2ccccc2cc1O)C1CCCCC1	-11	-7	3	-7	10	-11	4	9
CN1CCN(C(=O)CCc2ncc(C(F)(F)F)cc2Cl)CC1	-2	-2	7	-25	3	8	8	2
CN1CCC(NC(=S)NC2CC2)CC1	-3	3	-11	11	0	-2	-11	4
Cc1cccc(NC(=O)c2cccc(C(=O)Nc3cccc(C)n3)c2)n1	14	-6	-7	-26	-4	-26	4	-5
Cn1c(=O)c2c(nc(SCCN3CCOCC3)n2Cc2ccc(F)cc2)n(C)c1=O	18	-4	0	-85	-6	-101	-58	6
COCC(C)NS(=O)(=O)c1ccc(C)cc1 (stereo unspecified)	-6	3	0	15	-9	1	1	-2
O=C(N/N=C/c1ccco1)c1ccc2nc[nH]c2c1	4	9	-6	8	-7	-14	-3	-15
O=C1N(Cc2cccnc2)C[C@@H]2C[C@@H](c3ccccc3C(F)(F)F)N3CCC[C@@]123	8	14	3	-3	10	15	-3	0
Cc1ccc(C2CC(c3cccs3)=NN2C(=O)CSc2nc3ccccc3o2)cc1 (stereo unspecified)	13	19	34	-9	0	7	-13	12
COc1cccc(OC)c1OC(=O)C1CC(=O)N(c2ccc3c(c2)OCCO3)C1 (stereo unspecified)	-6	-7	-1	-15	-4	-5	5	-10
O=C1c2ccccc2C(=O)N1OCc1ccc(Cl)cc1	-6	-8	1	6	3	21	-15	15
COc1ccc(/C=C2\SC(=O)N(CC(=O)Nc3cccnc3)C2=O)cc1OC	3	11	4	-16	3	8	-25	-12
CCOC(=O)N1C(=O)[C@](CC)(c2ccccc2)N1C(=O)OCC	11	11	-8	22	10	22	17	3
COC(=O)c1ccc2c(c1)N(Cc1nc(-c3ccc(Cl)cc3)oc1C)C(=O)C1CCCN21 (stereo unspecified)	3	-17	3	13	-8	31	-1	5
CCCS(=O)(=O)n1nc(-c2ccc(OC)cc2OC)cc1N	8	12	0	-10	3	-1	-4	5
CC1CCN(C(=S)c2cn(Cc3ccccc3F)c3ccccc23)CC1	14	22	21	10	5	-21	10	0
COCc1[nH]nc2c1C(c1ccc(OC)c(OC)c1)C(C#N)=C(N)O2 (stereo unspecified)	2	7	-3	0	-3	3	-7	-1

Part of the list above in order of number of heavy atoms, ascending:
SMILES	CCR6 antagonist	APJ antag	EBI2 antag	Jurkat NFkB inh	CXCR6 inh	697 NFkB inh	Gli-Sufu antag	UBC13 polyUb
CN1CCC(NC(=S)NC2CC2)CC1	-3	3	-11	11	0	-2	-11	4
COCC(C)NS(=O)(=O)c1ccc(C)cc1 (stereo unspecified)	-6	3	0	15	-9	1	1	-2
O=C(Nc1cc(Cl)cc(Cl)c1)Nc1cnccn1	-1	-12	2	3	2	-14	-3	-6
O=C(N/N=C/c1ccco1)c1ccc2nc[nH]c2c1	4	9	-6	8	-7	-14	-3	-15
O=C1c2ccccc2C(=O)N1OCc1ccc(Cl)cc1	-6	-8	1	6	3	21	-15	15
COc1ccc(OCC(=O)c2c[nH]c3ccccc23)cc1	-8	-5	-2	-45	3	-20	-25	9
CN1CCN(C(=O)CCc2ncc(C(F)(F)F)cc2Cl)CC1	-2	-2	7	-25	3	8	8	2
CCOC(=O)N1C(=O)[C@](CC)(c2ccccc2)N1C(=O)OCC	11	11	-8	22	10	22	17	3
COc1cccc(C(=O)c2c[nH]c(C(=O)NCc3ccco3)c2)c1	8	4	5	5	2	-9	-3	16
COCc1[nH]nc2c1C(c1ccc(OC)c(OC)c1)C(C#N)=C(N)O2 (stereo unspecified)	2	7	-3	0	-3	3	-7	-1
Cc1cccc(NC(=O)c2cccc(C(=O)Nc3cccc(C)n3)c2)n1	14	-6	-7	-26	-4	-26	4	-5
COc1ccc(/C=C2\SC(=O)N(CC(=O)Nc3cccnc3)C2=O)cc1OC	3	11	4	-16	3	8	-25	-12
O=C1N(Cc2cccnc2)C[C@@H]2C[C@@H](c3ccccc3C(F)(F)F)N3CCC[C@@]123	8	14	3	-3	10	15	-3	0
Cn1c(=O)c2c(nc(SCCN3CCOCC3)n2Cc2ccc(F)cc2)n(C)c1=O	18	-4	0	-85	-6	-101	-58	6
COC(=O)c1ccc2c(c1)N(Cc1nc(-c3ccc(Cl)cc3)oc1C)C(=O)C1CCCN21 (stereo unspecified)	3	-17	3	13	-8	31	-1	5

(continued)
SMILES	CCR6 antagonist	APJ antag	EBI2 antag	Jurkat NFkB inh	CXCR6 inh	697 NFkB inh	Gli-Sufu antag	UBC13 polyUb
CCN(CC)S(=O)(=O)c1ccc(C(=O)OCC(=O)N2CCOCC2)cc1	4	-3	5	1	0	-1	1	-3
CCCC(c1nnnn1CC1CCCO1)N1CCN(c2nc3ccccc3s2)CC1 (stereo unspecified)	22	-2	15	1	-5	-14	3	8
O=C(Cc1ccc(Cl)cc1Cl)OCC(=O)N1CCCCC1	-10	5	4	15	-5	3	-14	0
CC(=O)Oc1ccc2c(c1)O/C(=C\c1ccncc1)C2=O	18	-1	3	6	-4	8	35	-26
CC(NC(=O)c1cc2ccccc2o1)C(=O)O (stereo unspecified)	-13	-14	4	-16	5	-15	-2	-6
O=c1cc(-c2ccc([N+](=O)[O-])cc2)c2cc3c(cc2[nH]1)OCCO3	-2	2	7	-4	0	-15	-10	-4
O=C(CC12CC3CC(CC(C3)C1)C2)NCC(=O)N1CCCC1	3	11	0	4	8	9	5	-1
NC(=O)N/N=C/c1ccc([N+](=O)[O-])o1	2	-4	-3	-6	-4	9	0	-23
CCCCOC(=O)C1=C(C)NC(=O)NC1c1ccc2c(c1)OCO2 (stereo unspecified)	0	x	2	x	-5	x	13	x
COc1ccccc1C/C(N)=N/OC(=O)c1cccc([N+](=O)[O-])c1	-17	-95	-7	-7	-11	15	4	2
O=C(Nc1ccc(F)cc1)c1cc(-c2ccccn2)nc2c(Cl)cccc12	-7	-8	-34	11	-15	-19	8	4
Cc1occc1-c1nnc(SCC(=O)NCc2ccco2)n1CC(C)C	14	-9	-6	-10	-2	3	-15	2
CCn1c(CSc2ncccn2)nnc1SCC(=O)N1CCc2ccccc21	7	6	-9	4	-5	14	5	9
CCCCNC(=O)c1ccccc1NC(=O)c1ccc2c(c1)OCO2	-2	10	-5	-1	4	-13	3	-3
Cc1ccc(C)c(NC(=O)CCC(=O)N2CCOc3ccccc32)c1	1	4	6	4	3	-7	28	4
CC1=CC(C)(C)N(C(=O)CSc2nnc(N)s2)c2cc(C)c(C)cc21	4	-10	3	13	0	-10	4	15
CC(C)NC(=O)COC(=O)c1ccc(O)cc1	-2	9	-6	-16	-4	-16	9	-3
Cc1cc(C(=O)NC(C)C2CC2)c(Cl)cc1Cl (stereo unspecified)	11	17	-1	5	-3	-7	x	-13
S=C(NC1CCCCC1)N1CCN(Cc2ccccc2)CC1	15	-3	-15	-11	7	-8	4	13
Clc1ccc(SCc2cc(-c3ccccc3)no2)cc1	-5	-2	-8	-12	-5	2	-10	1
C/C(=N\NC(=O)C(N)=O)c1cccc(C(F)(F)F)c1	3	-9	-1	7	-3	5	5	0
O=C(N/N=C/c1cccs1)c1cccc(NC(=O)c2ccc(Cl)cc2)c1	x	5	x	-2	x	8	x	-8
CN(C)C=Nc1ncc2c3ccccc3n(CCN(C)C)c2c1C#N	-4	10	1	-6	-13	-15	3	-8
Cc1ccc(NC(=S)N(Cc2cccs2)Cc2cc3cc(C)ccc3[nH]c2=O)cc1	3	-26	5	-41	-1	-209	29	-5

Compounds listed so far with a COOH group, in the order listed:
SMILES	CCR6 antagonist	APJ antag	EBI2 antag	Jurkat NFkB inh	CXCR6 inh	697 NFkB inh	Gli-Sufu antag	UBC13 polyUb
O=C(CSc1nnc(-c2ccc(Cl)cc2)n1-c1ccc(Cl)cc1)N/N=C/c1ccccc1C(=O)O	15	10	x	-14	x	13	3	11
CC(NC(=O)c1cc2ccccc2o1)C(=O)O (stereo unspecified)	-13	-14	4	-16	5	-15	-2	-6

Further records follow:
SMILES	CCR6 antagonist	APJ antag	EBI2 antag	Jurkat NFkB inh	CXCR6 inh	697 NFkB inh	Gli-Sufu antag	UBC13 polyUb
O=C1c2ccccc2C(=O)c2c(NCCCN(CCO)CCO)cccc21	29	-28	14	0	-13	0	12	-416
O=c1c(Oc2ccccc2)coc2cc(O)cc(O)c12	7	0	5	14	10	23	1	-3
Cc1cc(NC(=O)c2c(-c3c(F)cccc3Cl)noc2C)no1	1	7	7	16	1	2	1	4
CCc1ccccc1NC(=O)CN(C)C(=O)CN1C(=O)NC2(CCCCCC2)C1=O	-8	2	0	3	5	-36	-2	-5
O=c1c2ccccc2sc2ccccc12	2	x	-10	x	-9	x	-13	x
CC(C)Cc1nnc(NC(=O)CN2C(=O)NC3(CCCCC3)C2=O)s1	3	17	2	-15	0	-20	4	-5
CCN(Cc1ccccc1)C(=O)C1CCN(c2ncnc3c2nc2n3CCCCC2)CC1	12	13	19	-2	7	-28	14	8
CCOCCCNC(=O)Cn1cnc2c(cnn2-c2ccc(OC)cc2)c1=O	1	7	4	-26	7	-5	17	-7

Compound activity: PubChem, Sanford-Burnham Center for Chemical Genomics
